Efflux pump mplx: inhibitors of Candida efflux pumps in yeast, primary screen, S. cerevisiae, Nile Red, multiplex. AID 485275, 2010. S. cerevisiae Candida pump triplex. inhibition, % at 10 µM. 330,000 tested, 0.44% active;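 active = plate passing quality check with inhibition over a set limit, or well fluorescence over plate mean plus 4 SD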;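 note: Nile Red retained in pooled yeast measured as flow cytometry median fluorescence; 0% = buffer negative control and 100% = Enniatin B positive control; higher means more Nile Red kept so more efflux inhibition; some compounds called inactive have numbers as strong as hits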
GASC-1 inh: inhibitors of GASC-1 histone demethylase, primary screen, biochemical, fluorescence, DELFIA europium; Lysine-specific demethylase 4C (Homo sapiens), Q9H3R0; GST-JMJD2C(1-420) H3K9me3 demethylation; inhibition, % at 2.35 µM; 330,000 tested, 0.069% active; AID 2099, 2009;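 active = more than half of a compound's replicate wells show inhibition beyond 50%, single wells judged on their own value; inconclusive = some, but no more than half, of replicates pass 50% inhibition; inactive = no replicate passes 50% inhibition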;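 note: signal counts dimethyl H3K9 product captured on neutravidin plate; 0% = median of DMSO wells and 100% = 0.3 times that DMSO median; strong numbers were not always called active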
PP5 primary: PP5 phosphatase inhibitors, primary screen, biochemical, fluorescence; inhibition, % at 6.7 µM; purified PP5c, OMFP substrate fluorescence; 320,000 tested, 0.18% active;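 active = inhibition above the campaign's mean inhibition across all tested compounds plus 3 SD, cut at about 9.5% in these data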;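 note: 0% = DMSO only and 100% = 100 µM cantharidin control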
TPT1 inhibitor: Candida albicans TPT1 enzyme inhibitors, primary screen, biochemical, fluorescence polarization; tRNA 2'-phosphotransferase TPT1 (Candida albicans SC5314); recombinant caTPT1, FP RNA substrate dephosphorylation; inhibition, % at 5 µM; 300,000 tested, 0.81% active;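 active = inhibition above the mean of all tested compounds plus 3 SD, set per screening campaign, cut at about 24% in these data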;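 note: plate controls were DMSO alone for no effect and ferristatin control at 100 nM for full effect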
proCasp7 act: procaspase-7 activators, primary screen, counter-screen for procaspase-3 activator project, biochemical, absorbance, HTS, human | recombinant procaspase-7, Ac-DEVD-pNA absorbance 405 nm; D23A/D198A/D206A triple mutant, cannot self-cleave; scale: DMSO 0, 5 µM enzyme 100 | 330,000 tested, 0.093% active | activation, % at 8.5 µM | Caspase-7 (Homo sapiens), P55210;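 active = percent activation above the screen-wide mean plus 3 SD, cut at about 25% in these data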
Target sequence (P55210 whole entry D23A/D198A/D206A): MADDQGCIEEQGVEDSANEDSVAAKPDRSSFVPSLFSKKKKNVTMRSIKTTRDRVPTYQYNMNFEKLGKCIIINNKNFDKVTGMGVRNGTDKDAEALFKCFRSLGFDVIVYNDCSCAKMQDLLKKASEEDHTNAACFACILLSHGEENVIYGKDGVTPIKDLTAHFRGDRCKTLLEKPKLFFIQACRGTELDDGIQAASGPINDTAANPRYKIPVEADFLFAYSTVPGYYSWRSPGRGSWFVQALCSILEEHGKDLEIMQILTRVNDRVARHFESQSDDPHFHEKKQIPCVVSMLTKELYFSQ
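Detection: p-Nitroaniline absorbance at 405 nm, read at 0 and 120 min; system: Uncleavable procaspase-7 mutant enzyme; evaluation: % activation from two-timepoint absorbance difference, scaled to controls; times: 1 h enzyme–compound preincubation and 2 h substrate reaction, both 25 °C; buffer or medium: Zinc-free HEPES pH 7.4 with 300 mM NaCl, 0.01% Triton X-100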
proCasp3 act: activators of human procaspase-3 D3A mutant, primary screen, biochemical, absorbance, PC-3 D3A mutant, single concentration | activation, % at 8.5 µM | recombinant procaspase-3 D3A, Ac-DEVD-pNA absorbance 405 nm | Caspase-3 (Homo sapiens), P42574 | 330,000 tested, 0.11% active;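 active = activation above the mean of all tested compounds plus 3 SD, cut at about 21% in these data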;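 note: 0% = DMSO alone and 100% = DMSO wells spiked with extra 5 µM PC-3 D3A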
Target sequence (P42574 whole entry D9A/D28A/D175A): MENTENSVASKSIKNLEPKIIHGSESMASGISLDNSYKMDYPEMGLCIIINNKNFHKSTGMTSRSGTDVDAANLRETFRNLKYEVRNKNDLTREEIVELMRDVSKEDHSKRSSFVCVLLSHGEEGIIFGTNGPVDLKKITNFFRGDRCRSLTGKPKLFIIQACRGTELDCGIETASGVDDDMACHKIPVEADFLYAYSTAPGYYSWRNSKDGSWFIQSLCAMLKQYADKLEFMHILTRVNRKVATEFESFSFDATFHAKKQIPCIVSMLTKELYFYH
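Assay system: Procaspase-3 D3A mutant, all three cleavage aspartates alanine. Buffer or medium: Zinc-free HEPES saline buffer with Triton X-100. Times: 1 h compound preincubation, 2 h substrate hydrolysis at 25 °C. Measured by: 405 nm absorbance of p-nitroaniline, reads at 0 and 120 min. Read-out basis: percent activation relative to control range. Replicates: singlicate.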
CTSL1 counter: Fasciola hepatica cathepsin L1 inhibitors, primary screen, counter-screen for PFM18AAP inhibitor project, biochemical, QFRET, fluorogenic peptide substrate. 300,000 tested, 0.49% active. AID 1906, 2009. recombinant F. hepatica cathepsin L1, Z-Leu-Arg-MCA fluorescence. inhibition, % at 5.96 µM;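 active = inhibition above the mean of all tested compounds plus 3 SD, set per screening campaign, cut at about 17% in these data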;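 note: 0% = plate median of test compound wells and 100% = 1 µM Z-Phe-Ala-diazomethylketone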
core dimer inh: inhibitors of HCV core protein dimerization, primary screen, biochemical, TR-FRET, high-throughput | TR-FRET GST/Flag-core106 dimerization, 1536-well | inhibition, % at 5 µM | 300,000 tested, 0.33% active;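 active = inhibition above the mean of all tested compounds plus 3 SD, set per screening campaign, cut at about 45% in these data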
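assay system = GST-tagged and Flag-tagged HCV core protein residues 1-106 | controls = unlabelled core106 and no-GST-core106 wells | incubation = compound-protein-antibody incubation 4 h at 22.5 °C | probe or stimulus = Eu donor and XL665 acceptor anti-tag antibodies | read-out = % inhibition based on acceptor/donor emission ratio | signal = TR-FRET 671 and 617 nm emission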
PP1 inh: PP1-alpha phosphatase inhibitors, primary screen, counter-screen for PP5 inhibitor project, biochemical, fluorescence, OMFP substrate, single point. purified PP1alpha. 320,000 tested, 0.9% active. AID 2235, 2010. inhibition, % at 6.7 µM;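 active = inhibition above the mean inhibition of all tested compounds plus 3 SD, computed separately for each screening campaign, cut at about 15% in these data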
Target sequence (P62136 whole entry, looked up): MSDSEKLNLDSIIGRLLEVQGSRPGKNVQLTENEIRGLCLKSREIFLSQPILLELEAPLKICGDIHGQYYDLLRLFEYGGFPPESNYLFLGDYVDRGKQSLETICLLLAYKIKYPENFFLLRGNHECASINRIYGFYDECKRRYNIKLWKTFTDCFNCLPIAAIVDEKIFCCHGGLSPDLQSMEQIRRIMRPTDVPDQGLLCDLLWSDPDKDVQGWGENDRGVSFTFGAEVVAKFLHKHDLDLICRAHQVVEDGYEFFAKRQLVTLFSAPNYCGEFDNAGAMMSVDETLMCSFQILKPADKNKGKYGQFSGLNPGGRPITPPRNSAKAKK
The depositor's hits bear a star; ? = inconclusive; nt = no result given.

SMILES	Efflux pump mplx	GASC-1 inh	PP5 primary	TPT1 inhibitor	proCasp7 act	proCasp3 act	CTSL1 counter	core dimer inh	PP1 inh
CCOC(=S)SCC(=O)Nc1nccs1	0.1	14	-1.9	3	-14	-11	0	1	-1
Cc1cc(C)cc(NC(=O)C2CCCN(S(=O)(=O)c3c(C)noc3C)C2)c1 (configuration not stated)	0.2	10	2.5	-5	-3	-3	-1	-14	-2
CCN1C(=O)/C(=C\c2nc3ccccc3c(=O)n2CC)c2ccccc21	0.1	3	2.3	0	-1	-3	-7	7	-3
CCCN1C(=O)c2cc(C(=O)NCc3ccc(OC)cc3)ccc2C1O (configuration not stated)	0.1	-5	0.1	-2	-2	-4	2	-4	-4
Cc1ccc(CSCCNC(=O)CN(c2ccccc2)S(C)(=O)=O)cc1	0.1	-19	2.3	1	9	-10	2	4	-1
COC(=O)Cc1c(C)c2ccc(OCc3nn[nH]n3)cc2oc1=O	-0.1	-3	1.8	2	2	5	3	0	0
COc1ccccc1CCNC(=O)C(=O)NCC1OCCN1S(=O)(=O)c1ccc(Br)cc1 (configuration not stated)	0.3	2	3.2	-1	-6	6	-7	7	-6
CC(=O)NC(Cc1ccc(C)cc1)C(=O)NC1CCN(c2ncccc2[N+](=O)[O-])CC1 (configuration not stated)	0.0	-19	0.8	2	16	-1	1	4	-2
CCOc1cc(C=C2C(=O)c3ccccc3C2=O)ccc1OCC(=O)Nc1ccc(C)cc1	-0.2	6	1.1	-4	5	-4	-7	-1	3
Nc1cccc(CCc2nc3cc4ccccc4cc3[nH]2)c1	-0.2	-16	3.3	-1	-3	-3	1	-5	-1
CN(C(=O)COC(=O)COc1ccccc1Cc1ccccc1)c1ccccc1	0.1	68	2.9	-2	8	14	18*	-1	-1
COc1ccc2cc3c(N)c(C(=O)N4CCCC4)sc3nc2c1	-0.1	2	-0.2	9	-13	-15	3	-41	1
COc1ccc(Nc2ncnc3c2c(C)c(C)n3CCO)cc1	0.0	-10	-1.2	-1	4	0	-1	-14	-2
O=C(COC(=O)CSc1ccc([N+](=O)[O-])cc1)NCCc1ccccc1	0.0	15	0.7	1	-25	-22	-9	-3	-2
Clc1ccc(Nc2nc3ccccc3n3nnnc23)cc1	-0.1	-2	3.0	-4	8	1	-2	4	-3
CC(=O)Nc1ccc(S(=O)(=O)N(CCc2ccccc2)CC(=O)N/N=C/c2ccc(C(=O)O)cc2)cc1	0.1	6	-0.2	0	1	6	-1	3	-5
CCCN(C(=O)C(NC(=O)c1ccccc1)C(C)C)c1c(N)n(Cc2ccccc2)c(=O)[nH]c1=O (configuration not stated)	-0.1	4	2.8	nt	13	4	nt	nt	-3
O=C(CSc1ccc(-c2ccccn2)nn1)N1CCCCC1	-0.2	-11	1.9	3	-7	0	6	-4	1
COC(=O)Nc1sc2c(c1C(=O)NCc1ccco1)CCC2	0.0	22	0.8	0	1	0	3	2	0
CC1CN(C(=O)c2ccc(COCC(F)(F)F)o2)CC(C)O1 (configuration not stated)	0.1	2	-0.9	0	0	-7	-1	-2	3
Cc1cc(C)nc(NS(=O)(=O)c2ccc(NC(=O)c3cc(-c4ccccc4)nc4ccccc34)cc2)n1	-0.6	-6	1.5	-8	4	10	2	23	1
COc1ccc(N2CCN(C(=O)c3ccc4c(c3)[nH]c(=S)n3c5ccccc5nc43)CC2)cc1	0.4	-3	-0.8	-2	3	-2	5	11	0
NC(=O)c1cc(C(=O)c2ccc(Cl)cc2)c[nH]1	0.1	2	3.6	1	-5	-1	-3	-4	-3
C/C(=N\Nc1ccc2nncn2n1)c1ccco1	0.1	-3	-0.2	-5	4	-3	1	4	-7
CCOC(=O)c1[nH]c(C)c(C(=O)OCCOc2cccc(C)c2)c1C	-0.1	5	1.5	-4	7	-1	0	-4	2
New compounds follow:
SMILES	Efflux pump mplx	GASC-1 inh	PP5 primary	TPT1 inhibitor	proCasp7 act	proCasp3 act	CTSL1 counter	core dimer inh	PP1 inh
C=CCn1c(=O)c2ccccc2n2c(SCc3c(C(=O)OCC)oc4ccccc34)nnc12	0.0	4	1.0	-4	10	3	2	-2	-2
COc1ccc(Cl)cc1NC(=O)CN(C)C(=O)CCC(=O)c1cc(C)sc1C	0.2	?	1.2	0	5	-2	3	-2	-5
O=C(NCCN1CCOCC1)c1ccc(CS(=O)c2ccccc2Cl)o1 (configuration not stated)	0.1	2	-0.1	0	1	-1	-3	-10	-2
COc1cc(Cl)c(C)cc1NC(=O)COC(=O)C1=NN(c2ccccc2)C(=O)CC1	-0.1	-2	nt	nt	5	8	nt	nt	nt
CCn1c(SC(C)C(=O)NC2CCCc3ccccc32)nnc1-c1cccs1 (configuration not stated)	-0.1	-4	0.9	2	-2	-7	0	1	0
COc1ccc(CNn2c(-c3cccs3)nc3ccccc3c2=O)cc1OC	0.4	-15	2.3	6	-1	1	-2	10	1
Cc1ccc(-n2c(Cn3cnc4ccccc43)nnc2SCC(=O)O)cc1	-0.1	3	1.5	2	12	0	2	-7	-3
COc1ccc(NC(=O)c2cccc(N3C(=O)C4C5C=CC(C5)C4C3=O)c2)c(OC)c1 (configuration not stated)	-0.1	-7	-0.9	-2	-12	0	1	-21	0
O=S(=O)(Nc1cccc(-c2nc3cccnc3s2)c1)c1ccc2c(c1)OCCO2	0.2	-3	2.5	-1	11	-5	4	19	0
O=S1(=O)CCO[C@H]2Cc3ccccc3[C@H]2N1Cc1cccc(C(F)(F)F)c1	-0.2	2	1.0	-3	5	5	4	-5	1
Cc1nc2cc(Cl)ccc2n1-c1ccccc1	-0.3	3	2.7	0	4	0	-1	5	1
Cc1ccc(C2=CC(c3ccc(C)cc3)n3ncnc3N2)cc1 (configuration not stated)	0.0	0	-4.8	-8	-9	-1	7	-12	7
CC(C)[C@H](NC(=O)N1CC(=O)Nc2ccccc21)C(=O)N[C@@H](Cc1ccccc1)C(=O)O	-0.4	nt	-0.4	1	-1	7	-3	1	2
Cn1c(=O)c(C(=O)COC(=O)c2cc(C3CC3)nc3ccccc23)c(N)n(Cc2ccccc2)c1=O	-0.1	-6	5.4	15	7	0	0	-4	14
Cc1ccc(C2=Nc3ccc(Br)cc3C(c3ccncc3)=NN2)cc1	0.0	-5	2.9	3	-8	-5	-2	7	-3
COC(=O)c1cc2ccccn2c2c(C(=O)OC)c(C(=O)OC)cc1-2	0.0	7	2.4	-7	-3	1	6	-25	0
CN(Cc1cccc(F)c1)C(=O)Cc1ccc(S(=O)(=O)N2CCOCC2)s1	0.0	2	-1.1	5	2	7	-4	2	0
CN1CCN(C(=O)NC2CCCCC2)CC1	0.0	-1	-0.7	1	-9	3	3	-5	-1
CCCC(C)C(=O)Nc1cc([N+](=O)[O-])ccc1Cl (configuration not stated)	-0.2	0	1.4	3	3	-1	1	0	2
O=C(CN1CCCC1)NCC(=O)Nc1ccc(F)cc1	0.0	-7	-0.8	4	8	6	-5	-1	-2
CCOC(=O)C1=C(Nc2ccc(Br)cc2)CC(C)(O)C(C(=O)OCC)C1c1ccccc1 (configuration not stated)	-0.1	12	-0.7	1	15	6	-1	-2	-2
COc1ccc(/C=C/C(=O)Nc2ccccc2C(F)(F)F)cc1OC	0.1	8	2.6	-1	10	8	-2	-12	1
C/C(=N\NC(=O)c1cc(-c2ccncc2)nc2ccccc12)c1ccc(N2CCOCC2)cc1	0.1	-9	1.3	0	6	5	7	6	3
Cc1ccc(C(C(=O)NC2CCCC2)N2CCc3ccccc32)cc1 (configuration not stated)	0.0	7	-0.9	-4	2	1	2	1	-1
CCCCn1nnnc1SCC(=O)NNC(=O)c1ccco1	0.1	-23	-1.3	1	1	-2	-4	-1	8
Other structures
SMILES	Efflux pump mplx	GASC-1 inh	PP5 primary	TPT1 inhibitor	proCasp7 act	proCasp3 act	CTSL1 counter	core dimer inh	PP1 inh
N/C(=N\OC(=O)COc1ccc2ccccc2c1)c1ccncc1	-0.1	7	-0.3	0	-1	5	-26	4	1
O=C(O)C(CC1CCCCC1)N1CCS(=O)(=O)CC1 (configuration not stated)	-0.2	4	0.1	2	11	7	1	0	0
CCCNS(=O)(=O)c1cc(Cl)ccc1OC	-0.1	45	0.1	0	8	3	-3	-2	-1
COc1ccc(NC(=O)c2sc(SCc3ccccc3)nc2N)cc1	0.0	-3	4.2	-5	0	-12	5	5	1
COc1ccc(S(=O)(=O)N(C)CC(=O)N2CCOCC2)cc1	0.1	0	1.5	-2	3	1	1	-2	3
Cc1c(C(=O)NNS(=O)(=O)c2ccccc2)sc(=S)n1C	0.1	-1	-2.4	-1	9	2	-1	-1	2
COc1ccc(-c2csc(NCCn3c(C)nc4cc(C(F)(F)F)ccc43)n2)cc1	0.1	0	nt	nt	1	1	nt	nt	nt
CC(=O)Nc1nc(N)n(-c2ccccc2)n1	0.0	2	-0.4	1	6	-4	4	-10	-2
CCC(Sc1nc2cc(OC)c(OC)cc2c(=O)n1Cc1ccc(OC)cc1)C(=O)NCCOC (configuration not stated)	0.3	8	1.5	-5	7	1	2	0	-2
COc1ccccc1C(=O)NCCCn1cc(Br)c(C)n1	0.6	4	1.4	-6	9	10	-2	-2	-3
CN(C)CCCOC(=O)c1ccc(Cl)cc1Cl	-0.1	-2	-0.6	-9	6	3	2	-3	-4
O=C(O)c1ccc(CN2C(=O)c3ccc(C(=O)O)cc3C2=O)cc1	-0.1	-4	-2.6	-2	1	-1	0	-10	2
CCOC(=O)CSc1nc(N)c(C#N)cc1C#N	0.0	0	1.7	2	1	3	-2	-2	-5
O=C(NCCSCc1ccccc1)c1ccc(Cl)c(S(=O)(=O)N2CCOCC2)c1	0.0	10	0.6	-1	16	0	1	1	-3
Cc1ccc(S(=O)(=O)N(C)C)cc1NC(=S)NC1CCCC(C)C1C (configuration not stated)	0.6	17	5.6	1	-4	-3	-3	-2	-2

Reprinted at random: 2 records from the list.
SMILES	Efflux pump mplx	GASC-1 inh	PP5 primary	TPT1 inhibitor	proCasp7 act	proCasp3 act	CTSL1 counter	core dimer inh	PP1 inh
COC(=O)c1cc2ccccn2c2c(C(=O)OC)c(C(=O)OC)cc1-2	0.0	7	2.4	-7	-3	1	6	-25	0
Cn1c(=O)c(C(=O)COC(=O)c2cc(C3CC3)nc3ccccc23)c(N)n(Cc2ccccc2)c1=O	-0.1	-6	5.4	15	7	0	0	-4	14
